TRPML3 agonist: agonists of human TRPML3 channel; Q8TDD5; HEK293 TRPML3-YFP, Fluo-8 calcium fluorescence; 100% = the carbachol control signal; activation, % at 3 µM; 220,000 tested, 0.29% active; AID 1448;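 active = activation above its plate's cutoff, the mean activation of the plate's test wells plus 3 SD, cut at about 12% in these data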;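 note: 0% = DMSO only wells and 100% = carbachol wells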
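Test system – HEK293 line with stable expression of human TRPML3-YFP channel · Control set – carbachol 87 µM final as high control (100%), DMSO as low control (0%) · Signal – Fluo-8 calcium dye fluorescence, ex 470-495, em 515-575 nm · Incubation – 1-h 37 °C dye load, 5-s basal, 120-s post-compound reads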
CHOP inh: inhibitors of CHOP induction in ER stress response | AID 2732 | CHO-K1 CHOP-promoter luciferase, tunicamycin-induced, 15-18 h | 220,000 tested, 3.8% active | inhibition, % at 10 µM;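 active = compounds that reduced the stress-induced luciferase reporter signal by more than about 70% of percent inhibition, limit read from the data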;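 note: 0% = tunicamycin plus vehicle and 100% = wells without tunicamycin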
TNF necrop inh: TNF-alpha cell death inhibition in Jurkat FADD-/- cells. Jurkat FADD-/- TNF necroptosis rescue, ATP luminescence, 24 h; 0 = TNF only, 100 = no-TNF cells. activation (protection from cell death), % at 10 µM. 220,000 tested, 0.068% active;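 active = activation, meaning protection from cell death, of at least 50% relative to plate controls; inactive = activation below 50%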;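 note: necroptosis triggered by 40 ng/mL TNF-alpha added together with compound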
p47phox inh: blocks human p47phox regulatory protein of NADPH oxidases; P14598; 220,000 tested, 0.53% active; p47phox/p22phox peptide binding, fluorescence polarization, 2 h; AID 1274; inhibition, % at 24.7 µM;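 active = inhibition above about 30%, limit read from the data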;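 note: 0% = p47phox with labelled peptide and 100% = labelled peptide alone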
Target sequence (P14598 whole entry, looked up): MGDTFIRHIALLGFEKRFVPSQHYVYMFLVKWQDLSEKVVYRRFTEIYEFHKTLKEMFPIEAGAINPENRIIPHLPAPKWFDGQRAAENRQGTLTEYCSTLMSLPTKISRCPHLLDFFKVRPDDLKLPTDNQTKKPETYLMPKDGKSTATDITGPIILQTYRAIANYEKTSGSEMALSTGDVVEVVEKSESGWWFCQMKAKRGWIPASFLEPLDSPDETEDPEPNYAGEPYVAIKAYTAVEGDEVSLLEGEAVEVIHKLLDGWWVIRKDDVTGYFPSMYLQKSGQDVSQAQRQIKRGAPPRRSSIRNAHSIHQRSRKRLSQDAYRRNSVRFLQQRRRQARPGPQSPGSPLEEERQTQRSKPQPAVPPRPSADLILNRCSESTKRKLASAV
zfTRPN1 agonist: zebrafish TRPN1 (NompC) channel agonism; HEK293 zebrafish TRPN1-YFP, Fluo-8 calcium fluorescence; 100% = response to 87 µM carbachol; activation, % at 3 µM; 220,000 tested, 0.18% active;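 active = activation above its plate's cutoff, the mean activation of test wells on that plate plus 3 SD, cut at about 19% in these data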;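 note: 0% = DMSO alone and 100% = 87 µM carbachol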
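Assay system: Zebrafish TRPN1-YFP in HEK293 cells | Incubation: Dye loading 1 h at 37 °C, then 30 min room temperature | Measured by: Kinetic Fluo-8 fluorescence, ex 470-495, em 515-575 nm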
EBV gp42 inh: blocks Epstein-Barr virus glycoprotein 42 binding; Q1HVG2; Fluorescence polarization binding assay, mP read-out; inhibition, % (tested at 21.74 µM); 220,000 tested, 0.42% active; AID 1085; in the data active = inhibition above about 50%
Target sequence (Q1HVG2 whole entry, looked up): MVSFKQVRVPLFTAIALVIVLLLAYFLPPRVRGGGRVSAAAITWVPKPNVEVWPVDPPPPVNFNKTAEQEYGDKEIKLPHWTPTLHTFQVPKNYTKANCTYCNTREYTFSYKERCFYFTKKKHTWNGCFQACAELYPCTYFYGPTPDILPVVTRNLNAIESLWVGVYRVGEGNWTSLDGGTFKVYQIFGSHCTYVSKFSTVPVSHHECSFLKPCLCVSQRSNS
PPC-1+TRAIL kill: PPC-1 cancer cell killing with TRAIL present; cell killing (% activity), % at 4 µM; PPC-1 cells + TRAIL, ATPLite viability luminescence; 220,000 tested, 0.41% active;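 active = cell killing above 50% in the first pass at 4 µM, then a duplicate retest at 5 µM averaging 50% or more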;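 note: plate controls were cells with TRAIL plus DMSO for no effect and medium-only wells lacking cells for full effect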
Mdm2 ligase inh: inhibitors of human Mdm2 E3 ubiquitin ligase | Q00987 | cell-based MDM2 ubiquitination luciferase reporter, 2 h; 0 = plate control, 100 = twice control, blank-subtracted | signal enhancement, % at 5 µM | 210,000 tested, 0.11% active | AID 1230;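 active = signal enhancement of 30% or more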;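 note: luminescence tracks abundance of the self-degrading MDM2-luciferase fusion protein; higher signal means inhibition of MDM2 E3 ligase activity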
Target sequence (Q00987 whole entry, looked up, the tested form may be a part): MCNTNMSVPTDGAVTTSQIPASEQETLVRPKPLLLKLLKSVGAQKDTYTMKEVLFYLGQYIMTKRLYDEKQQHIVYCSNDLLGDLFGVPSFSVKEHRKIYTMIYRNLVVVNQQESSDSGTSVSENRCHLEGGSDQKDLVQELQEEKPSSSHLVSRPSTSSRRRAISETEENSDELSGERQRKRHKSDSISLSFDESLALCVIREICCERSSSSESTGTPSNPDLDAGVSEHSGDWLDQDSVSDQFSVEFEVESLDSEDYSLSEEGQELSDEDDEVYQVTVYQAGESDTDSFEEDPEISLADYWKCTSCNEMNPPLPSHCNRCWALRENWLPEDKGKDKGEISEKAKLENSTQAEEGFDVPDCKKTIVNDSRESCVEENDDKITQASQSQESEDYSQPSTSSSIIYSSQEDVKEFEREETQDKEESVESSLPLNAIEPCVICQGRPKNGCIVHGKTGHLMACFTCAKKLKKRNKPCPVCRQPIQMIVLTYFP
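Assay system: mammalian cells stably expressing self-ubiquitinating, self-degrading MDM2 E3–luciferase fusion. Quantity: 2000 cells in each well. Medium: DMEM culture medium. Compound dosing: single-point 5 µM. Timing: cell settling 4 h, compound treatment 2 h, both 37 °C. Technique: luciferase luminescence. Read-out basis: percent signal gain over controls, blank-subtracted. Benchmarks: plate controls and plate blanks.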
Runt-SMMHC FRET: blocks binding of human RUNX1 Runt domain to CBFb-SMMHC | Q01196+Q13951 | Cerulean-Runt/Venus-CBFb-SMMHC FRET ratio 530/480, 1 h | inhibition, % at 20 µM | 220,000 tested, 0.74% active | AID 1434;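 active = mean inhibition across duplicate retests at 20 µM reaching about 50%, limit read from the data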;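 note: 0% = DMSO wells and 100% = wells with excess untagged CBFb-SMMHC; inhibitors lower the FRET ratio by blocking Runt binding to CBFb-SMMHC; some results filed as inactive read as strong as hits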
Active calls of the source: *; . = not tested or not shown.

SMILES	TRPML3 agonist	CHOP inh	TNF necrop inh	p47phox inh	zfTRPN1 agonist	EBV gp42 inh	PPC-1+TRAIL kill	Mdm2 ligase inh	Runt-SMMHC FRET
O=C(Nc1ccc2ccccc2c1)[C@@H]1C[C@H]1[C@@H](NP(=O)(c1ccccc1)c1ccccc1)c1ccccc1	0.5	53	1.8	-17	1.0	0	20	.	-1
Cc1c(O)ccc2c(CN3CCN(CCO)CC3)cc(=O)oc12	-0.2	24	0.9	0	-0.1	6	-4	0	79*
Cc1ccc(C)c(N(C)S(=O)(=O)c2ccc3[nH]cc(C(=O)NCCN4CCOCC4)c(=O)c3c2)c1	0.6	-82	-2.9	0	-0.3	24	16	-1	1
S=C(Nc1cccc2ccccc12)NC1CCCCC1	-0.3	10	-12	3	-3.7	1	0	1	6
CCCCn1c(SCC(=O)c2ccccc2)nc2ccsc2c1=O	-0.8	43	3.6	0	-0.2	1	7	-4	-2
Cc1ccc(S(=O)(=O)NC(=O)NCc2ccccc2)cc1	0.6	-14	0.7	-5	-1.0	-3	-32	-17	2
CN(C(=O)COC(=O)c1ccc(Cl)cc1N)C1CCCCC1	0.7	14	1.1	-2	2.2	1	3	6	0
COc1ccc(-n2c(CNC(=O)COc3ccc(Cl)cc3Cl)n[nH]c2=S)cc1	-0.7	-7	0.2	-4	-0.5	-12	17	12	21
CC(=O)c1ccc(N2CCN(C(=O)c3ccc(NC(=O)C4CCCO4)cc3)CC2)cc1 (configuration not stated)	1.1	-12	2.2	-6	1.9	-3	17	-7	2
O=C(Nc1ccc(S(=O)(=O)N2CCCCC2)cc1)c1ccc(CN2CCOCC2)cc1	5.8	40	-14	-14	12	-16	43	-50	-2
Cc1ccc(-c2nc(C)sc2CC(=O)Nc2cccc(C)c2C)cc1	-0.9	10	3.0	-24	-2.1	-16	2	-15	-2
CC(=O)NN1C(=O)/C(=C/c2ccc(Br)o2)SC1=S	0.4	-10	-5.1	-37	0.5	-13	-8	-13	12
C/C(=C\C(=O)Nc1cc(C)on1)c1ccccc1	0.6	-30	2.3	-8	-0.5	-2	8	-2	0
CNC(=O)CN(c1cc(OCCOC)c(Cl)cc1Cl)S(=O)(=O)c1ccccc1	0.1	-4	-0.6	-3	0.6	-15	11	-19	2
Cc1cc(NC(=O)CN2C(=O)NC3(CCCCCC3)C2=O)no1	0.8	11	1.8	0	1.2	-15	1	.	0
Cc1ccc(NC(=S)NCc2ccc3c(c2)OCO3)cc1C	0.4	5	-1.2	-1	1.1	3	-4	7	2
Cc1ccc(NC(=O)c2nc[nH]c2C(=O)N2CCCCC2)c(C(=O)c2ccccc2)c1	-0.6	57	-1.1	-6	-0.7	0	14	3	8
Cc1ccc(SCC(=O)Nc2ccc(S(=O)(=O)Nc3ncccn3)cc2)cc1	-0.3	16	-0.9	-2	-0.7	8	-3	-6	-2
O=C1C2C3C=CC(C3)C2C(=O)N1CCCCCCN1C(=O)C2C3C=CC(C3)C2C1=O (configuration not stated)	1.2	-26	0.9	1	2.6	-17	15	-38	-5
O=C(Cc1cccs1)Nn1c(Cc2cccs2)nc2ccccc2c1=O	0.5	10	2.1	3	1.6	-14	-16	-15	-2
CCOC(=O)c1ccc(N2CCN(c3ccccc3F)CC2)c(NC(=O)Nc2ccccc2)c1	0.4	35	3.1	9	-0.5	-4	31	-19	0
COCCN1C(=O)c2ccccc2C(C(=O)NCCN(C)C)C1c1ccc(F)cc1 (configuration not stated)	0.0	4	0.4	-5	0.7	-2	5	-15	4
CC(C)C(=O)NCCc1nc2ccccc2n1CCCOc1ccc(Cl)cc1	-0.1	12	-7.9	-12	-0.9	-3	15	3	-3
Nc1c(C(=O)N2CCCC2)sc2nc3c(cc12)CCCCCC3	0.6	-26	4.5	-5	1.5	-5	2	-15	2
COCC(=O)OCc1cc2cccc(C)c2[nH]c1=O	1.0	1	1.2	-12	0.6	-7	3	-2	0

An excerpt from above, limited to PPC-1+TRAIL kill and TNF necrop inh:
molecule | PPC-1+TRAIL kill | TNF necrop inh
O=C1C2C3C=CC(C3)C2C(=O)N1CCCCCCN1C(=O)C2C3C=CC(C3)C2C1=O (configuration not stated) | 15 | 0.9
O=C(Cc1cccs1)Nn1c(Cc2cccs2)nc2ccccc2c1=O | -16 | 2.1

The listing continues.
SMILES	TRPML3 agonist	CHOP inh	TNF necrop inh	p47phox inh	zfTRPN1 agonist	EBV gp42 inh	PPC-1+TRAIL kill	Mdm2 ligase inh	Runt-SMMHC FRET
S=C1NCCc2ccccc2C1c1ccccc1 (configuration not stated)	-1.3	12	-3.6	-7	-1.3	-19	12	7	-4
CCOc1ccc(CN(C)C(=O)CCl)cc1	0.5	63	-13	-14	-0.9	-8	28	-18	-2
CCOC(=O)CSc1nc2cc(C(=O)N3CCCC3)ccc2c(=O)n1Cc1ccccc1	-0.7	17	-1.1	-6	-0.7	17	-13	-34	0
O=C(O)Cc1nc2nc3c(c(=O)n2[nH]1)CCCC3	0.0	-7	2.6	-12	0.1	11	-1	-9	-6
CCOc1ccc(NC(=O)C2CCCN(S(=O)(=O)c3cccc4nsnc34)C2)cc1 (configuration not stated)	0.4	74*	0.6	-24	0.5	-17	40	-8	-7
CC(C)(C)NC(=S)NCc1ccc2c(c1)OCO2	0.2	12	1.1	-4	1.2	-2	12	-4	2
FC(F)(F)c1cccc(NC(=S)NNC(=S)NCc2ccccc2)c1	-0.1	0	-2.1	2	-1.4	-1	24	-24	14
NC(=O)CC(NC(=S)NCc1ccccc1)C(=O)O (configuration not stated)	1.3	22	0.9	-14	0.7	-6	1	-13	-5
O=C(CCc1nnc(CCCCc2ccccc2)o1)N1CCCC(O)C1 (configuration not stated)	0.6	1	-0.9	9	-1.1	2	15	-8	0
CC(C)c1c(O)nc(SCCN(C)C)[nH]c1=O	-0.3	3	-2.3	-8	1.8	-10	0	-22	-1
CC(=O)Nc1nnc(-c2ccc(Cl)s2)o1	1.4	12	0.6	-5	2.0	-1	2	-1	2
COc1ccc(Nc2cccc(Cl)c2)c(C(=O)O)c1	0.1	23	0.6	-2	-0.6	0	-10	-8	4
COC(=O)n1c(=S)oc2cc(Cl)ccc21	-0.9	90*	-1.4	-17	-1.4	7	-10	-23	9
Nc1ccc(Oc2ccc3c(c2)C(=O)N(CC2CCCO2)C3=O)cc1 (configuration not stated)	2.1	29	-3.4	-3	1.5	-6	3	-10	-2
CN(CCOC(=O)C1c2ccccc2Oc2ccccc21)C(C)(C)C	0.1	42	-1.4	-15	1.3	-11	19	-14	-4
CCCCCCC(=O)Cc1cc(OC)c(OC)cc1C=C(C(=O)OCC)C(=O)OCC	0.3	-2	1.4	-6	-1.2	9	2	.	-6
Clc1cccc(-c2nc(NCCN3CCOCC3)c3ccccc3n2)c1	1.3	14	2.2	-22	3.4	18	0	-20	0
CN1CCN(C(=O)c2cc(-c3cccc(Cl)c3)on2)CC1	0.6	1	0.4	-4	3.5	-8	-4	4	-2
Cc1cccc(NC(=O)CCN2C(=O)C3C4C=CC(C4)C3C2=O)c1 (configuration not stated)	-0.5	17	0.4	-9	0.5	-12	-7	-3	0
O=C(NC(=S)NCC1CCCO1)c1ccccc1F (configuration not stated)	-0.1	-28	-0.4	1	0.6	-2	3	.	-9
COCCCNc1nc2ccccc2nc1NS(=O)(=O)c1ccc(C)c(C)c1	-0.2	20	-1.4	-12	-0.3	-5	9	-13	1
O=C(O)CCCCCNC(=O)c1ccncc1	0.5	14	1.2	-2	0.3	4	15	-5	-2
O=C(CCCN1C(=O)/C(=C/c2cccc(Br)c2)SC1=S)Nc1ccccn1	0.2	5	7.1	-2	1.1	-11	-6	-13	0
O=C(Nc1c(F)c(F)c(F)c(F)c1F)C1CCCCC1	1.2	4	3.0	-12	0.5	-11	6	2	-4
Cc1ccc(C(=O)OCC(=O)Nc2ccc(N(C)C)cc2)cc1NC(=O)c1ccco1	0.4	6	-0.8	-5	-0.7	-22	28	.	13

Arranged by formula weight (descending): 3 of the compounds above.
SMILES	TRPML3 agonist	CHOP inh	TNF necrop inh	p47phox inh	zfTRPN1 agonist	EBV gp42 inh	PPC-1+TRAIL kill	Mdm2 ligase inh	Runt-SMMHC FRET
O=C(Nc1c(F)c(F)c(F)c(F)c1F)C1CCCCC1	1.2	4	3.0	-12	0.5	-11	6	2	-4
COc1ccc(Nc2cccc(Cl)c2)c(C(=O)O)c1	0.1	23	0.6	-2	-0.6	0	-10	-8	4
CC(=O)Nc1nnc(-c2ccc(Cl)s2)o1	1.4	12	0.6	-5	2.0	-1	2	-1	2

Following part:
SMILES	TRPML3 agonist	CHOP inh	TNF necrop inh	p47phox inh	zfTRPN1 agonist	EBV gp42 inh	PPC-1+TRAIL kill	Mdm2 ligase inh	Runt-SMMHC FRET
Cc1cc(=O)[nH]c(-n2[nH]c(C)cc2=O)n1	0.3	2	-0.7	-4	2.7	-18	13	0	-2
COCCNC(=S)N(C)C1(c2ccccc2Cl)CCCCC1=O (configuration not stated)	0.8	4	1.2	-8	0.0	2	13	2	-2
O=C(Nc1ccccc1)N(CCN1CCOCC1)Cc1cccc(Cl)c1	-1.1	37	0.9	-2	0.3	-6	18	-12	1
CC(NC(=O)c1ccc(N(C)C)cc1)C1CC2CCC1C2 (configuration not stated)	0.4	79*	0.7	-12	-1.1	-16	3	-22	3
O=C(COC(=O)c1cccnc1Cl)NCc1cccs1	0.9	0	0.1	3	-0.2	-9	19	1	0
COC(=O)COc1ccc(S(=O)(=O)N2CCN(c3ccc(F)cc3)CC2)cc1	0.0	10	-0.1	-7	-1.2	-3	12	-8	2
COC(=O)C1(Cc2ccccc2)NC(c2ccc(F)cc2)C2C(=O)N(C)C(=O)C21 (configuration not stated)	0.2	-11	0.7	8	-1.3	-8	13	-28	-2
CN(C)/N=C/c1cc([N+](=O)[O-])ccc1O	1.3	39	0.4	-14	0.3	-21	19	12	-2
CCN1CCN(Cc2ccc(NC(=O)Nc3ccccc3)cc2)CC1	1.3	20	2.5	-1	1.3	-26	36	-33	-1
O=C(c1ccccc1)c1cnc(Nc2ccccc2Cl)s1	-0.7	62	12	-12	-1.4	3	29	-13	9
CC1(C)OCC(COC(=O)Nc2cccnc2)([N+](=O)[O-])CO1	0.8	26	1.2	-2	-1.9	-10	-3	-4	3
COc1ccc(-c2csc(Nc3ccc(S(=O)(=O)Nc4cc(C)on4)cc3)n2)cc1	-0.7	-13	0.4	-19	-2.7	7	-1	-9	-6
Cc1cc(C)c(C#N)c(SC(C(=O)NC(C)(C)C)c2ccccc2)n1 (configuration not stated)	8.2	0	-3.3	4	-2.4	-5	-12	-12	0
O=C(c1ccccc1)N1CCC(=O)N1c1ccccc1	0.6	-12	0.9	-9	-1.3	3	13	0	-6
Cc1ccc(-c2ccc(/C=N/N3C(=O)C4C5C=CC(CC5)C4C3=O)o2)c([N+](=O)[O-])c1 (configuration not stated)	-0.3	89*	-0.1	-6	0.1	8	4	-20	1
N=C1SCC(=O)N1/N=C/c1ccccc1	0.5	6	0.0	-22	-1.1	-19	18	-11	0

Assay outcomes as filed in PubChem.
